M. tuberculosis: growth inhibition of non-replicating M. tuberculosis (AID 488890). Mycobacterium tuberculosis non-replicating, growth inhibition; higher % means a stronger effect. inhibition, % at 25 µM, or IC50 in µM where a hit was titrated. actives 0.39% (n = 320,000); in the data active = a potency from the dose series; inconclusive = inhibition mostly from about 82% at the one dose, without a potency; inactive = the rest, 99 in 100 with inhibition below about 76%;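 note: plate controls were DMSO cells for no effect and high antibiotic wells for full effect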
H37Rv inhibition: M. tuberculosis growth inhibition, HTS (AID 449762). inhibition, % at 25 µM, or IC50 in µM where a hit was titrated. M. tuberculosis H37Rv growth inhibition, 7H9 media; higher % means a stronger effect. actives 0.59% (n = 330,000); in the data active = a potency from the dose series; inconclusive = inhibition above about 70% without an active follow-up result;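 note: bacterial growth assessed after seven days of incubation; strong numbers were not always called active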
inhibitors of VEEV: inhibitors of VEEV TC-83 cytopathic effect, confirmation, Vero cells (AID 588727). Vero cells, VEEV TC-83 cytopathic effect inhibition; higher % means a stronger effect. one-dose inhibition, % at 20 µM; IC50 in µM for titrated hits. actives 0.13% (n = 350,000); in the data active = a potency from the dose series; inconclusive = inhibition mostly from about 14% at the one dose, without a potency; inactive = the rest, 99 in 100 with inhibition below about 12%; note: strong numbers were not always called active
PhoP GFP inhibition: Inhibition of PhoP regulon, Salmonella typhi GFP reporter cells, confirmation, 4 h (AID 1850) | inhibition, % at 50 µM; hits with a dose series show IC50 in µM | actives 0.33% (n = 310,000) | Salmonella Typhi PhoP-promoter GFP reporter, fluorescence, 4 h; higher % means a stronger effect; in the data active = a potency from the dose series; inconclusive = inhibition mostly from about 25% at the one dose, without a potency; inactive = the rest, 99 in 100 with inhibition below about 19%;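 note: 0% = induced wells with vehicle and 100% = uninduced wells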
H1N1 NS1A inhibition: H1N1 influenza NS1A inhibitors, functional cell based assay (AID 504329). NS1A functional cell-based assay, percent inhibition; higher % means a stronger effect. one-dose inhibition, % at 12.5 µM; IC50 in µM for titrated hits. actives 0.3% (n = 340,000); in the data active = a potency from the dose series; inconclusive = inhibition above about 27% without an active follow-up result; note: strong numbers were not always called active
inhibitors of VEEV 10K pilot screen: second read-out of inhibitors of VEEV, no call of its own (marks repeat the call); inhibition, %; measured here: 10K pilot screen inhibition
An asterisk follows results filed as active; i = inactive; ? = inconclusive; · = no result given. Compounds were not picked by outcome, and some 1.5% of all compounds hit somewhere here.

SMILES	M. tuberculosis	H37Rv inhibition	inhibitors of VEEV	PhoP GFP inhibition	H1N1 NS1A inhibition	others
Cc1cc(N2C(=O)C(O)=C(C(=O)c3ccc(C)o3)C2c2cccc(Oc3ccccc3)c2)no1 (stereo not given)	38%	1%	4.6%	-21%	-5%
Cc1cc(C)n(C(=O)COc2ccc(Cl)cc2Cl)n1	42%	-1%	3.1%	-8%	-9%
CCOc1ccc(C(=O)C2CCN(C(=O)c3ccccc3C(=O)O)CC2)cc1	1%	-3%	0.9%	2%	-9%
Cc1ccccc1NC(=O)c1ccc(C)c(S(=O)(=O)Nc2ccccn2)c1	-3%	-4%	0.1%	-1%	7%
Cc1ccc(NC(=O)C2CC(=O)NC(Nc3cccc(C)c3)=N2)cc1 (stereo not given)	-15%	2%	0.3%	8%	2%
CCN1CCN(S(=O)(=O)c2ccc(S(=O)(=O)NCC3CCCO3)cc2)CC1 (stereo not given)	-5%	-1%	i	-2%	-2%
O=C(CCCc1ccccc1)NC1CC1	30%	-5%	2.3%	-5%	-7%
C=CC[C@@H](CC(=O)N[C@H](CO)Cc1ccccc1)C(=O)N[C@H](COC(=O)[C@@H](CC=C)Cc1ccc(F)cc1)Cc1c[nH]c2ccccc12	·	3%	4.6%	·	7%
Cc1cccc(Nc2nnc(SCC(=O)c3ccc(Br)s3)s2)c1C	51%	0%	0.9%	-4%	-2%
CCCCOC(=O)CCCN1C(=O)/C(=C2\SC(=S)N(CCCC(=O)OCCCC)C2=O)SC1=S	?	?	i	15%	·
COC(=O)C1CCN(CC(=O)NC(=O)NC2CCCCC2)CC1	-2%	-7%	0.8%	3%	-11%
O=C1CN(C(=O)NCC(=O)N[C@H](C(=O)O)c2ccccc2)c2ccccc2N1	-19%	1%	1.0%	-9%	-1%
CC(=O)c1c(C)[nH]c(C(=O)OCC(=O)N2CC(C)OC(C)C2)c1C (stereo not given)	-8%	-6%	0.4%	-2%	-5%
Cc1ccc(C)c(N(CC(=O)NCc2ccco2)C(=O)CCC(=O)Nc2ccccn2)c1	·	·	11%	·	-3%
CCCCCC(=O)Nc1cccc(C2=NOC3(C2)C[C@@H](C(N)=O)N(C(=O)c2cc([N+](=O)[O-])cc([N+](=O)[O-])c2C)C3)c1 (stereo not given in full)	12%	-3%	0.4%	-11%	17%
O=C(O)C1C2C=CC(C2)C1C(=O)NCCc1cccc(Cl)c1 (stereo not given)	-6%	-9%	5.7%	-1%	5%
CCCSc1nnc(-c2ccccc2N)c(=O)[nH]1	42%	-7%	1.3%	1%	-6%
O=C(NCc1ccc(F)cc1)C(c1cccnc1)N(C(=O)c1csnn1)c1ccccc1 (stereo not given)	9%	-1%	1.8%	10%	12%
C=C(C)c1cccc(C(C)(C)NC(=O)N2CCN(C/C=C/c3ccccc3)CC2)c1	29%	7%	6.7%	7%	2%
COc1ccc(-c2c(C)[nH]n3c(=O)c(Cc4ccccc4)c(C)nc23)cc1	-3%	?	7.0%	-10%	-8%
COc1ccc2[nH]c(=O)c(CN(Cc3nnnn3Cc3ccc(F)cc3)CC3CCCO3)cc2c1 (stereo not given)	21%	2%	10%	-15%	-3%
COC(=O)c1ccc(C(=O)Nc2ccc(N)cc2N)cc1	-12%	4%	2.5%	-2%	5%
CN1CCN(S(=O)(=O)c2cnc(Cl)c(Br)c2)CC1	-15%	-7%	7.4%	-1%	-7%
Cc1cc(C)c(OCC(=O)Nc2ccccc2N2CCCCC2)c(C)c1	-5%	6%	6.5%	-15%	-2%

Quoted from the entries so far (seven entries):
SMILES	M. tuberculosis	H37Rv inhibition	inhibitors of VEEV	PhoP GFP inhibition	H1N1 NS1A inhibition	others
CCCCCC(=O)Nc1cccc(C2=NOC3(C2)C[C@@H](C(N)=O)N(C(=O)c2cc([N+](=O)[O-])cc([N+](=O)[O-])c2C)C3)c1 (stereo not given in full)	12%	-3%	0.4%	-11%	17%
O=C(O)C1C2C=CC(C2)C1C(=O)NCCc1cccc(Cl)c1 (stereo not given)	-6%	-9%	5.7%	-1%	5%
CCCSc1nnc(-c2ccccc2N)c(=O)[nH]1	42%	-7%	1.3%	1%	-6%
O=C(NCc1ccc(F)cc1)C(c1cccnc1)N(C(=O)c1csnn1)c1ccccc1 (stereo not given)	9%	-1%	1.8%	10%	12%
C=C(C)c1cccc(C(C)(C)NC(=O)N2CCN(C/C=C/c3ccccc3)CC2)c1	29%	7%	6.7%	7%	2%
COc1ccc(-c2c(C)[nH]n3c(=O)c(Cc4ccccc4)c(C)nc23)cc1	-3%	?	7.0%	-10%	-8%
COc1ccc2[nH]c(=O)c(CN(Cc3nnnn3Cc3ccc(F)cc3)CC3CCCO3)cc2c1 (stereo not given)	21%	2%	10%	-15%	-3%

Carrying on:
SMILES	M. tuberculosis	H37Rv inhibition	inhibitors of VEEV	PhoP GFP inhibition	H1N1 NS1A inhibition	others
O=C(NCC(c1cccs1)N1CCOCC1)c1ccc([N+](=O)[O-])cc1 (stereo not given)	-4%	3%	i	-12%	3%
Cc1ccc(CNC(=O)CCNS(=O)(=O)c2ccc(Br)s2)cc1	3%	-5%	i	-2%	-3%
O=C1CN(C(=O)NCC(=O)N[C@H](Cc2ccccc2)C(=O)O)c2ccccc2N1	-13%	-5%	i	-7%	2%
COc1ccccc1/C=C/C=N/n1c(C2CCCCC2)n[nH]c1=S	-18%	1%	4.7%	7%	4%
Cc1ncc(CO)c2cc(S(=O)(=O)c3ccc(F)cc3)c(=O)oc12	-2%	-12%	i	-3%	-9%
O=[N+]([O-])c1cnccc1Nc1cccc(F)c1	16%	-1%	3.9%	-10%	-1%
Cc1ccc(C)c(OCCCNC2CCCC2)c1C	14%	-2%	i	-3%	-10%	inhibitors of VEEV 10K pilot screen=0.3
O=C(N/N=C/c1ccco1)/C(=C/c1cccc([N+](=O)[O-])c1)NC(=O)c1ccccc1	-3%	11%	1.6%	-6%	5%
Cc1ccc(CN2CCNC(=O)C2CC(=O)N(C)C(C2CC2)C2CC2)o1 (stereo not given)	6%	-7%	1.0%	6%	-3%
COc1cc(C(=O)NC2(C(F)(F)F)NC(=O)N(CCCc3ccccc3)C2=O)cc(OC)c1OC (stereo not given)	24%	-6%	5.3%	10%	-5%
COC(=O)C1(CO)NC(c2cccs2)C2C(=O)N(c3ccccc3)C(=O)C21 (stereo not given)	-9%	7%	2.1%	7%	8%
CCOC(=O)C1CCN(C(=S)Nc2ccc(S(N)(=O)=O)cc2)CC1	8%	-4%	0.3%	-4%	-1%
CCOC(=O)c1c(NC(=O)Cn2nc(C(=O)O)c3ccccc3c2=O)sc2c1CCC(C)C2 (stereo not given)	-11%	3%	3.3%	18%	-4%
CC(C)C(=O)Nc1ccccc1N1CCN(C(=O)c2ccccc2)CC1	-7%	2%	1.1%	16%	6%
CC(=O)N1CCN(CC(C)(C)NS(=O)(=O)c2ccccc2)CC1	-5%	0%	0.1%	·	8%
CCS(=O)(=O)c1ccc2oc(SCC(=O)N3CCCCC3)nc2c1	18%	-8%	1.6%	5%	10%
COc1ccc(NC(=O)c2cccs2)cc1OC	5%	-5%	i	5%	-1%
Cc1ccc(C)c(OCC(=O)N/N=C/c2ccsc2)c1	-7%	0%	3.7%	-6%	9%
Cc1ccc(NCC(=O)N/N=C/c2cccc(Oc3ccccc3)c2)cc1	15%	0%	6.1%	6%	16%
Nc1nncn1C(=O)CCCOc1ccc(Cl)cc1Cl	50%	-6%	3.6%	-8%	-11%
Cc1ccccc1CNc1nnnn1C	4%	9%	2.0%	4%	8%
CN(C)CCOc1ccccc1-c1ccccc1	12%	-7%	i	-2%	7%
CCN(CC)S(=O)(=O)c1ccc(NS(=O)(=O)c2ccc(F)cc2)cc1	2%	-6%	0.9%	1%	-1%
c1ccc(-c2nnc(-c3ccccc3)nn2)cc1	42%	1%	3.0%	3%	·
C[C@@H]1CC[C@]2(O[C@@H](CCO)C[C@H](O)[C@H]2O)O1	-2%	-9%	i	-6%	8%
O=C(CSc1nnc(Cn2nnc3ccccc32)o1)N(Cc1ccc(F)cc1)c1ccccc1	15%	-10%	i	4%	-1%
Cc1cc(N)n(-c2ccc(S(=O)(=O)N3CCCC3)cc2[N+](=O)[O-])n1	5%	-6%	0.6%	8%	-4%
COc1cccc(-n2nnc3c(=O)n(Cc4ccccc4F)cnc32)c1	15%	4%	i	-8%	-2%	inhibitors of VEEV 10K pilot screen=1.3
O=C(O)CCC(=O)OCc1c(-c2ccccc2)ncc2ccccc12	-9%	-5%	i	·	-3%
Cc1ccc2cc(CN(CCN(C)C)C(=S)Nc3ccccc3)c(=O)[nH]c2c1C	60%	14%	8.4%	4%	9%
O=C(COc1cccc(C(F)(F)F)c1)NNC(=O)Cn1c(=O)cnc2ccccc21	-22%	17%	0.6%	4%	6%
COc1ccccc1N1CCN(S(=O)(=O)c2ccccc2)CC1	4%	5%	i	0%	-3%
COc1cc2c(cc1OC)C(C)N(C(=O)CCN1C(=O)C3C4C=CC(C4)C3C1=O)CC2 (stereo not given)	-10%	-5%	i	2%	-16%
CC(=O)N1CCN(C(=O)c2cc(S(=O)(=O)N3CCN(c4ccccc4)CC3)ccc2Cl)CC1	·	·	1.4%	·	-17%
O=C(Nc1nnc(C2CC2)s1)C1CCCO1 (stereo not given)	11%	-4%	0.6%	-2%	-5%
COc1ccc(-c2nc3cc([N+](=O)[O-])ccc3o2)cc1	-14%	-2%	1.4%	-13%	-3%
CCOC(=O)N1CCC(N2CC34C=CC(O3)C(C(=O)Nc3ccc(F)cc3)C4C2=O)CC1 (stereo not given)	-6%	2%	1.0%	-2%	6%
CC12CCC(C(=O)NCCCN3CCOCC3)(OC1=O)C2(C)C (stereo not given)	-10%	-6%	0.5%	-10%	-4%
CC(C)(C)SCCNS(=O)(=O)c1ccc(Cl)cc1	19%	13%	0.2%	4%	·
CC(C)c1ccc(NS(=O)(=O)c2ccc3c(c2)NC(=O)CO3)cc1	33%	10%	1.9%	-28%	-8%
COc1ccc(/C=C2\SC(=S)N(CC(=O)N(C)C3CCS(=O)(=O)C3)C2=O)cc1 (stereo not given)	25%	1%	2.4%	-34%	-1%
COc1ccc(CC(=O)N(c2ccccc2)c2nc(C)cs2)cc1	6%	-5%	0.6%	-4%	-1%
N#C/C(=C/c1ccc(OCc2ccccc2)cc1)C(=O)NC1CCCCC1	6%	-7%	1.1%	1%	2%
CCNc1ccc(C(=O)OCC(=O)Nc2cc(C)on2)cc1[N+](=O)[O-]	30%	5%	4.4%	·	-17%
O=c1[nH]c(=O)n(Cc2ccccc2)c(O)c1C=NCCN1CCOCC1	31%	-4%	0.6%	1%	-4%
Clc1cc(Br)ccc1OCCOCCOc1cccc2cccnc12	39%	9%	5.5%	1%	3%
COc1ccc(C(=O)N2CCC(C(=O)NC3CC3)CC2)cc1	-8%	12%	2.3%	10%	4%
CCOC(=O)C1(NC(=O)CN2C(=O)c3ccccc3C2=O)CCCC1	·	·	i	·	-19%
COCCNc1nc(-n2nc(C)cc2C)nc2sc3c(c12)CCCC3	?	?	7.6%	4%	-13%
CCn1c(CSc2nc3ccccc3[nH]2)nc2cc(C(=O)O)ccc21	4%	·	i	-18%	5%
CCCCN1C(=O)C(=O)N(CC(=O)Nc2ccc(OC(F)(F)F)cc2)C1=O	-3%	-7%	0.2%	·	-3%
CC(C)Cc1[nH]c(=O)c(C#N)c2c1COC(C)(C)C2	-9%	-1%	2.8%	-4%	-7%
CCOC(=O)N1CCN(C(=O)COC(=O)c2cccc(C)c2[N+](=O)[O-])CC1	-14%	-3%	2.4%	·	4%
Cc1ccc(-c2csc(NC(=O)C3CSC4(C)CCC(=O)N34)n2)cc1 (stereo not given)	-15%	1%	0.5%	6%	-2%
CCOC(=O)CSc1nnc(-c2ccccc2)o1	?	?	0.6%	-7%	-15%
COc1ccc(OC)c(/C=C2\S/C(=N/NC(=O)c3ccc4ccccc4c3)NC2=O)c1	52%	5%	1.3%	-12%	5%
Cn1nc(C(=O)NCc2ccccc2)c2c1-c1ccccc1S(=O)(=O)C2	9%	8%	2.3%	2%	4%
CCN(C(C)=O)c1nnc(CSc2nc3ccccc3s2)s1	·	·	0.3%	·	9%	inhibitors of VEEV 10K pilot screen=1.1
CC(C)C(NC(=O)c1ccccc1Br)c1ccccc1 (stereo not given)	-4%	-3%	i	3%	0%
Cc1ccc(C)c(OCCn2cc(/C=C(/C#N)C(=O)NCC3CCCO3)c3ccccc32)c1 (stereo not given)	2%	1%	9.1%	-13%	-4%
O=C(O)c1cc(-c2ccccc2)nc2ccccc12	·	-2%	1.2%	-5%	1%
